CatS inh: blocks human cathepsin S protease activity; hit rate 0.06% among 62,000; inhibition, %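 (tested at 5 µM per compound within 10-compound mixtures)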; recombinant cathepsin S, AMC dipeptide fluorescence, pooled mixtures; P25774; AID 501; in the data active means inhibition above about 32%, passing the limit was not always enough; inconclusive means no clear call, values can overlap the other calls;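 further: 0% = enzyme without compound and 100% = blank without enzyme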
CatB mixtures: inhibitors of human cathepsin B in compound mixtures; inhibition, %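 (ten-compound pools at 5 µM per compound and 50 µM total)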; Purified cathepsin B, AMC dipeptide fluorescence; AID 488; hit rate 0.06% among 62,000; P07858; in the data active means inhibition above about 22%, passing the limit was not always enough; inconclusive means no clear call, values can overlap the other calls;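 further: 0% = enzyme without compound and 100% = no enzyme blank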
C1s block: blocks human complement C1s protease activity. purified C1s, fluorogenic AMC substrate, pooled mixtures. mean inhibition % of two 10-compound mixtures (active compounds read high), % at 5 µM (by protocol). AID 538. hit rate 0.16% among 62,000;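 active means inhibition above 20% in each of the two 10-compound mixture wells holding the compound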;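 further: 0% = enzyme wells lacking compound mixture and 100% = no-enzyme blank wells; some compounds called inactive have numbers as strong as hits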
Cathepsin G inh: cathepsin G (human) inhibition; inhibition, % at 5 µM (by protocol); hit rate 0.2% among 62,000; AID 581; P08311; purified enzyme, AMC-tetrapeptide fluorescence, pooled mixtures;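 active means inhibition above 20% in each of the two mixture wells holding the compound; inactive means inhibition of 20% or less in either well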;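 further: 0% = enzyme control without mixture and 100% = blank lacking enzyme; strong numbers were not always called active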
CatB inh: human cathepsin B inhibition; P07858; purified cathepsin B, fluorogenic substrate, fluorescence; inhibition, %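 (tested at 10 µM)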; hit rate 0.1% among 63,000; in the data active means inhibition above about 21%;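 further: 0% = enzyme with no compound and 100% = no enzyme blank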
FXIa mix inh: inhibitors of human coagulation factor XIa, pooled mixtures. P03951. purified FXIa, fluorogenic substrate. inhibition, % at 5 µM. hit rate 0.19% among 62,000. AID 680;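 further: each value is inhibition by a whole ten-compound pool holding the compound; 0% = enzyme with no mixture and 100% = wells lacking enzyme; strong numbers were not always called active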
CatL inh: inhibitors of human cathepsin L; purified cathepsin L, fluorogenic substrate, fluorescence; hit rate 0.17% among 58,000; inhibition, %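 (tested at 10 µM)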; in the data active means inhibition above about 45%;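 further: 0% = enzyme with no compound and 100% = no enzyme blank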
Target sequence (P07711 114-288 limits assumed): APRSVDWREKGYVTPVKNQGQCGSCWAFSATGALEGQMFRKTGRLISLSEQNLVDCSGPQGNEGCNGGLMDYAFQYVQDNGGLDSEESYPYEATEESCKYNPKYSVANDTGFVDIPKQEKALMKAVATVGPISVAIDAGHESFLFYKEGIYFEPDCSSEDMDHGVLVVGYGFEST
Target sequence (P07711 292-333 limits assumed): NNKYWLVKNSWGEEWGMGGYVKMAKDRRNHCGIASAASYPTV
AP ELISA ortho: orthogonal test for alternative complement pathway inhibitors | Human serum alternative complement pathway, LPS-coated ELISA, C3 deposition; tested in compound mixtures | inhibition, % at 5 µM | hit rate 0.08% among 62,000;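 active means inhibition above 30% in each of the two pooled mixtures holding the compound, so the lower value exceeds 30%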;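 further: 0% = serum in Mg-EGTA without compound and 100% = EDTA serum blank; some compounds past the cut are filed as inactive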
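Assay system: Human serum alternative complement pathway, C3 deposition on LPS-coated wells | Incubation: 1 h serum-compound exposure at 37 °C | Doses: 5 µM per compound in ten-compound mixtures | Read-out: Percent inhibition | Technique: ELISA with HRP anti-human C3 antibody, TMB substrate, absorbance 450 nm | Replication: Two pool placements per compound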
FXIIa mix inh: inhibitors of human coagulation factor XIIa, pooled mixtures; P00748; purified FXIIa, fluorogenic substrate; inhibition, % at 5 µM; hit rate 0.2% among 62,000; AID 684;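 further: 0% = enzyme without compound and 100% = no enzyme blank; some results filed as inactive read as strong as hits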
Target sequence (P00748 20-372 limits assumed): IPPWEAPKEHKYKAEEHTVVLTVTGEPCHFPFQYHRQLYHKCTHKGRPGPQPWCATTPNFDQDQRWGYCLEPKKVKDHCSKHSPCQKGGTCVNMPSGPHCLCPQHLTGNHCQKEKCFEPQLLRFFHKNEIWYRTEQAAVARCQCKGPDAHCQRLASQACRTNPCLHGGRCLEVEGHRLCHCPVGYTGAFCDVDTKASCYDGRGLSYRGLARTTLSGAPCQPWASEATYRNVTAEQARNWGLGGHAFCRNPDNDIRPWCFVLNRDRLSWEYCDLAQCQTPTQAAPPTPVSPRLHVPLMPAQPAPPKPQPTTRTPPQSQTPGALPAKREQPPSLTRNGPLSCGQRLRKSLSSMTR
Target sequence (P00748 373-615 limits assumed): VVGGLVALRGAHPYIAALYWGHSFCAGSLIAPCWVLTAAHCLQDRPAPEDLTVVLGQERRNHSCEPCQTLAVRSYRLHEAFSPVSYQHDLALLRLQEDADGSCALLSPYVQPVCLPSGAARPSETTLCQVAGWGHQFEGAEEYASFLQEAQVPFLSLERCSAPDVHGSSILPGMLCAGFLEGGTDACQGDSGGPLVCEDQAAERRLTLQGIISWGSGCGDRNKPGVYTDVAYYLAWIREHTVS
The depositor's hits bear a star; ? = inconclusive; nt = no result given. Unless noted, no stated cut-off is given here; in the data, active means inhibition above about 20% (passing the limit was not always enough); inactive means the rest. The list is partial (hit frequency here may not be typical).

canonical_smiles,CatS inh,CatB mixtures,C1s block,Cathepsin G inh,CatB inh,FXIa mix inh,CatL inh,AP ELISA ortho,FXIIa mix inh
CCOC(=O)CON1C(=O)C(C)(C)N(OCC(=O)OCC)C(=O)C1(C)C,-4,3,-9,9,-1,-2,-8,9,3
COC(=O)c1[nH]c2cc(OC)ccc2c1NC(=O)CCN1CCN(Cc2ccc3c(c2)OCO3)CC1,12,7,-12,-10,8,4,1,-5,9
CCn1nnnc1SCC(=O)N1CCOCC1,-14,-6,-38,-5,-3,3,-2,-1,5
Clc1ccc2nc(CN3CCCc4ccccc43)cn2c1,0,4,5,7,0,4,2,16,7
O=C(NC1CCCCNC1=O)c1ccc(Cl)cc1 (centres undefined),1,1,2,-1,2,0,16,-14,4
O=C(CS(=O)(=O)Cc1ccccc1)Nc1cccnc1,-5,-1,0,-1,1,7,-1,7,8
Cc1ccc(SCCC(=O)N(C)C)cc1,-2,4,10,9,3,5,2,8,2
COc1ccccc1-n1cnnc1SCC(=O)Nc1ncc(Cl)cc1Cl,13,-3,4,9,3,-4,3,5,-12
N#Cc1nc(COc2ccc(F)cc2)oc1NCCN1CCOCC1,11,2,-3,10,5,-14,15,9,2
COCCNC(=O)c1ccc(CS(=O)(=O)c2ccc(Cl)cc2)o1,-1,-3,-31,-9,2,2,0,-1,1
CC(=O)c1nn(-c2cccc(Cl)c2)cc1C(=O)c1ccco1,-3,2,-3,5,2,2,6,7,-1
Cc1onc(-c2ccccc2)c1C(=O)Nc1ccc(S(=O)(=O)N2CCCCC2)cc1,-9,5,-34,0,0,6,20,9,-5
COC(=O)c1cc(OC)c(OC)cc1NC(=O)c1oc2ccccc2c1C,19,5,6,7,-1,-2,-13,-4,-22
COc1ccc(-c2cc(C(F)(F)F)n3nc(C(=O)N4CCCCC4)cc3n2)cc1,-5,0,-11,7,-2,-1,nt,13,0
O=C(Cn1cc(C(F)(F)F)ccc1=O)N1CCN(S(=O)(=O)c2ccc(Cl)cc2)CC1,11,2,5,-7,0,0,0,-15,1
COc1ccccc1NC(=O)c1oc2ccccc2c1NC(=O)c1cc(OC)c(OC)c(OC)c1,29,40,-59,3,-1,1,-12,2,-9
CCOC(=O)CNc1nc(C#N)nc(N2CCOCC2)n1,11,5,-4,7,1,-5,22,7,9
CCN1CCN(C(CNC(=O)c2ccc3c(c2)OCO3)c2cccnc2)CC1 (centres undefined),6,3,3,-2,1,-1,16,-4,7
C=CCNc1nnc(SC2CC(=O)N(c3ccc(OC)cc3)C2=O)s1 (centres undefined),-10,2,3,10,4,8,-8,9,4
CCOC(=O)N1CCN(C(=O)CSc2nc3c(c(=O)n2-c2ccccc2OC)SCC3)CC1,-3,5,12,10,0,8,-2,19,3
CCN(CC)CCNC(=O)Cc1c(C(=O)O)n(C)c2ccccc12,16,3,22,2,5,1,26,3,3
COCCc1nnc(NC(=O)Cc2ccccc2)s1,-6,2,15,9,5,10,10,6,4
COc1ccc(-c2nnc(NC(=O)C(C)C)o2)cc1,-12,3,-6,-4,-5,7,-17,23,1
CN1C(=O)NC(NC(=O)c2ccncc2)(C(F)(F)F)C1=O (centres undefined),-6,16,4,11,2,3,-1,10,9
Cc1ccc(C2CC(=O)NC(SCCC(C)C)=C2C#N)cc1 (centres undefined),2,3,13,11,1,1,11,5,-2
COc1ccc(CN(C(=O)CSc2nnc(-c3ccc(F)cc3)o2)c2ccc(F)cc2)cc1,-2,-12,-78,-10,7,-34,40,4,9
Cc1ccc(CCN2CC(C(=O)NCCCN3CCCCCC3)CC2=O)cc1 (centres undefined),8,5,-13,-2,8,3,22,4,15
O=C(CSc1nnc(-c2ccco2)n1-c1ccccc1)NCCc1ccccc1,2,4,-6,9,2,2,9,15,4
Cc1ccc(SCC(=O)NCc2ccco2)cc1,6,-1,14,5,3,-3,21,1,2
CCCCNC(=O)CC1N=C2c3ccccc3N=C(SCC(=O)Nc3ccccc3OC)N2C1=O (centres undefined),2,4,18,10,0,2,nt,15,5
COc1cc2c(cc1OC)C(C(=O)Nc1cccc(C)n1)C(c1cccnc1)N(C)C2=O (centres undefined),13,2,-3,-2,6,11,2,2,8
COC(=O)c1ccc(Nc2cc(C)nc3ncnn23)cc1,-2,3,1,-2,-1,6,5,-2,-26
c1cncc(C(c2nnnn2C2CCCC2)N2CCN(Cc3ccc4c(c3)OCO4)CC2)c1 (centres undefined),10,5,12,9,2,3,9,-10,-9
CCOc1ccc(OCc2ccc(C(=O)NCc3ccncc3)o2)cc1,-3,4,19,17,0,5,0,15,2
CC(C)Sc1nc(O)c(Cc2ccccc2)c(=O)[nH]1,-5,-2,9,8,6,11,nt,11,9
COc1cnn(-c2ccccc2)c(=O)c1N(C)C,2,4,19,10,nt,9,4,19,3
CSc1nnc2c(n1)OC(C1CC=C(C)CC1)Nc1ccccc1-2 (centres undefined),-1,8,-26,0,nt,9,nt,18,3
Cc1cc(-n2c(C)cc(C(=O)CN3C(=O)NC4(CCCC4)C3=O)c2C)no1,5,8,4,-29,3,4,4,2,6
COCCNC(=O)CN1C(=O)CC(C)(C)S(=O)(=O)c2ccccc21,5,2,-2,21,2,-4,nt,3,2
Cc1ccc(S(=O)(=O)c2cc3c(=O)n4ccccc4nc3n(CC3CCCO3)c2=N)cc1 (centres undefined),13,4,-8,9,1,6,-187,4,12
Cc1nc(N(C)C)c2sc(=S)n(C)c2n1,0,2,6,2,3,17,-6,13,-5
Cc1ccccc1Cn1nc(C)c(NC(=O)c2cc(-c3cccs3)on2)c1C,16,4,-6,37,8,14,15,-4,3
Cn1c(C(=O)N(Cc2ccccc2)Cc2ccccn2)cc2sccc21,-2,4,-1,-1,-3,6,-8,7,6
COC(=O)C1=C(C)N(C)C(C)=C(C(=O)OC)C1c1ccc(C(=O)OC)cc1,6,-2,-14,2,-5,6,13,23,1
CCOC(=O)C1CCCN(C(=O)c2ccc3c(=O)n(CCOC)c(=S)[nH]c3c2)C1 (centres undefined),12,7,16,14,1,10,9,-3,6
Cc1cc(NCCCN)nc(-c2ccccc2O)n1,15,6,7,5,3,9,10,1,4
CCOc1ccc(-c2cc(NC(=O)Cn3ncc4c3-c3ccccc3OC4)on2)cc1OCC,11,3,14,10,6,2,nt,5,-6
Cc1ccc2[nH]c(=O)c(CN(CCN3CCOCC3)C(=O)Nc3ccccc3F)cc2c1,6,1,-14,-7,-1,1,-2,-19,0
CCCCCCn1c(NCC)nc2c1c(=O)n(C)c(=O)n2C,2,3,7,3,-5,6,-2,5,5
C=CC[N+](C)(C)CCCNC(=O)/C=N/O,-4,3,10,54,2,10,-4,16,19

Continued.
canonical_smiles,CatS inh,CatB mixtures,C1s block,Cathepsin G inh,CatB inh,FXIa mix inh,CatL inh,AP ELISA ortho,FXIIa mix inh
N#CCCN(Cc1cccnc1)C(=O)Nc1cccc(Cl)c1,1,8,-20,23,-6,12,2,31,17
CCn1nc(NS(=O)(=O)c2ccccc2)c2cc3cccc(C)c3nc21,-6,3,-79,-5,-4,4,-12,8,-3
O=C(CN1CCC(n2nnc3cc(F)ccc32)CC1)NC1CC1,-13,4,11,9,-2,7,15,20,7
O=c1[nH]c(CN2CCN(c3ccccc3)CC2)nc2ccccc12,-6,1,12,6,-2,4,-10,12,10
O=C(O)CC(C(=O)NCc1ccccc1)C1CCCO1 (centres undefined),-5,-6,-28,-7,0,-7,23,8,-2
CCN1CCN(c2oc(-c3ccc(OC)cc3)nc2C#N)CC1,0,5,11,8,0,2,-12,11,2
COc1ccc(C2NC(=O)NC3=C2CCc2ccccc23)cc1 (centres undefined),-19,-4,-39,-6,-3,-11,-9,-19,-20
COc1cc(C2CC(=O)NC3=C2C(=O)CC(C)(C)C3)cc(OC)c1O (centres undefined),4,1,-28,0,-6,2,-5,-2,3
COc1cccc(-c2nnc(SCc3nc4ccccc4[nH]3)n2N)c1,-2,8,-4,8,3,6,nt,16,-6
CC(C)c1cc(C(N)=O)c(NC(=O)C2CCC2)s1,-13,0,-10,3,-1,3,-7,23,4
COc1cc(C(=O)N(Cc2cc3ccccc3[nH]c2=O)CC2CCCO2)cc(OC)c1OC (centres undefined),10,5,13,10,1,1,9,5,-10
Cc1ccc(S(=O)(=O)N2CCOCC2)cc1C(=O)O,8,-4,-26,-8,2,0,13,-11,2
CCCCC(=O)NCCc1cc2c(OC)ccc(OC)c2[nH]c1=O,1,2,4,11,10,-1,16,6,8
CC1(C)c2ccccc2N2CC(=O)N(CC(N)=O)C21C (centres undefined),-6,1,7,4,-2,1,-12,9,26
CCN1CCN(c2nc(C)nc3c2sc(=S)n3C)CC1,?,5,26,-6,7,-4,23,-11,9
O=C(Nc1ncnc2sc3c(c12)CCCCC3)c1ccco1,4,6,-2,2,-4,2,0,11,-5
CCc1c(C)nc2ncnn2c1NCCc1ccc(OC)cc1,12,-2,-1,1,0,17,7,-13,9
COC(=O)[C@H](C)NC(=O)NCc1ccccc1F,-1,1,8,12,2,7,-5,11,4
Cc1nnc(SCc2cn3ccsc3n2)n(N)c1=O,2,-2,-6,2,-2,1,-1,6,-1
O=C(c1ccco1)N1CCN(C(=O)C2CC(c3ccc(Cl)c(Cl)c3)=NO2)CC1 (centres undefined),-10,-1,7,5,-1,1,nt,-1,10
O=C(COC(=O)C1COc2ccccc2O1)NC1CCS(=O)(=O)C1 (centres undefined),4,3,-12,-16,3,3,0,-13,27
CC(C)(C)OC(=O)NC(CCNC=C1C(=O)OC(C)(C)OC1=O)C(=O)O (centres undefined),2,1,13,6,-1,-3,13,0,-20
O=C(CSc1nnc(COc2ccccc2)n1Cc1ccco1)c1ccc(F)cc1,8,-3,-38,1,2,-7,16,-3,6
CCOc1ccc(C(O)c2nccn2Cc2ccccc2)cc1 (centres undefined),5,3,19,10,1,5,nt,-1,2
CCOC(=O)c1[nH]c2ccc(Br)cc2c1NC(=O)CCN1CCCCC1,25,2,8,2,-3,12,-6,15,17
CCCn1c(SCC(=O)Nc2nccs2)nnc1-c1cccnc1,26,-2,-20,-10,2,-3,1,-14,3
c1ccc2nc3c(nc2c1)c1ccccc1n3CCN1CCOCC1,18,0,-2,2,6,8,24,-5,-15
Cc1cc(C)c(C#N)c(SCC(=O)Nc2nnc(-c3ccccc3)s2)n1,-1,4,-4,15,5,18,-3,28,7
COC(=O)c1ccc(COc2ccc(-c3nn[nH]n3)cc2)cc1,31,6,-2,-4,5,8,4,-3,3
O=C(NC1CCCCC1)C(c1ccc(F)cc1)N(Cc1ccco1)C(=O)Cn1nnc2ccccc21 (centres undefined),6,-10,-99,-10,1,-33,4,-11,2
O=C(OCC(=O)c1c[nH]c2ccccc12)c1ccco1,4,-1,11,10,4,3,9,2,28
O=C(NC1CCCCC1)N1CCN(Cc2nc3ccccc3c(=O)[nH]2)CC1,0,3,14,7,4,11,8,9,7
CCOC(=O)c1c(C)nc(-c2ccccc2)nc1N,-4,7,11,11,2,2,-8,12,-18

From PubChem BioAssay
